CRFBP-R2 agonist – agonists of CRF-BP/CRF-R2 complex, primary screen, cell-based, HEK293, calcium dye fluorescence, uHTS. calcium dye fluorescence (FLIPR); percent of saturating CRF peptide response. activation, % at 13.2 µM. 350,000 tested, 0.46% active;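 active means activation of at least 50%, plus an integration ratio under a set limit after plate pattern correction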;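 further: plate controls were neutral control wells without compound for no effect and CRF at EC100 for full effect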
CRFBP-R2 block – antagonists of CRF-BP/CRF-R2 complex, primary screen, cell-based, HEK293, calcium dye fluorescence, uHTS; CRF-induced calcium fluorescence; inhibition, % at 11.8 µM; 350,000 tested, 0.59% active;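 active means inhibition of the ligand-induced calcium signal above about 50% at the single tested concentration, limit read from the data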
GalR3 antagonist – GalR3 antagonists in HEK293 cells, primary screen, cell-based, fluorescence readout. inhibition, % at 3 µM. 360,000 tested, 0.44% active. HEK293 GalR3-CNG cAMP membrane potential fluorescence; galR3 body fused to GalR1 C-terminus. Galanin receptor type 3 (Homo sapiens), O60755;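 active means inhibition above the screen-wide average plus 3 SD, cut at about 13% in these data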;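 further: forskolin and galanin both at EC90 stimulate the cells; cAMP rise reported by CNG channel membrane potential dye signal; 0% = forskolin plus galanin with DMSO and 100% = forskolin alone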
Target sequence (O60755 1-299 limits assumed): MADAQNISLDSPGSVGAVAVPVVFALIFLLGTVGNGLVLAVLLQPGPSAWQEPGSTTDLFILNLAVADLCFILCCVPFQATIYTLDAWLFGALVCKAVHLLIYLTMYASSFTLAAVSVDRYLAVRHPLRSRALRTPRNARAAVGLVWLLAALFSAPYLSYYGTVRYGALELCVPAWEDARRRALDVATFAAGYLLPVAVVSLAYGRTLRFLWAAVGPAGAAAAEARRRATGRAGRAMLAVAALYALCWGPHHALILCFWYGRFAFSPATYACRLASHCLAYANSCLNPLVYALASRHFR
* hit, by the source's call. An excerpt; count on the stated rates, not on these rows.

CRFBP-R2 agonist | CRFBP-R2 block | GalR3 antagonist | Structure
-0.8 | 2 | -5 | O=C(NCc1ccccc1CN1CCCC1)c1ccc(Cl)c(N2CCCC2=O)c1
-0.4 | -8 | 7 | CCC(C)CCN1CCN=C1N(C)C (centres undefined)
-0.8 | -8 | 0 | Cc1n[nH]c(=O)c2c(NC(=O)CSc3c(Cl)cccc3Cl)oc(C)c12
-1.6 | -7 | -2 | CC12CCC(=O)N1C(C(=O)N1CCN(c3cccc(Cl)c3)CC1)CS2 (centres undefined)
-1.3 | 7 | -6 | CCCNC(=O)Cn1nc(-c2ccccc2OC)ccc1=O
-1.1 | 4 | -3 | Nc1nc(COC(=O)C2CC(=O)N(CCc3ccccc3)C2)nc(Nc2ccccc2)n1 (centres undefined)
-0.9 | 8 | 1 | Cc1c(NS(=O)(=O)c2cccc(C(=O)Nc3ccccc3)c2)c(=O)n(-c2ccccc2)n1C
2.4 | -1 | -5 | COc1ccc(NS(=O)(=O)c2cc(C(=O)NNC(=O)c3ccncc3)ccc2OC)c(OC)c1
-0.4 | 8 | -1 | CC(OC(=O)C1CCN(S(=O)(=O)c2ccc(C(C)(C)C)cc2)CC1)C(=O)N1CCOCC1 (centres undefined)
-2.7 | -8 | -6 | CCCCCc1nnc(NC(=O)c2cccc(S(=O)(=O)N3CCOCC3)c2)s1
0.3 | 12 | -2 | CC(OC(=O)Cc1n[nH]c(=O)c2ccccc12)C(=O)Nc1ccc(S(N)(=O)=O)cc1 (centres undefined)
-2.0 | -11 | -5 | O=C(COc1ccccc1[N+](=O)[O-])OCC(=O)c1ccc(Br)s1
-0.3 | 3 | -5 | CCOc1ccc(NS(=O)(=O)c2cc(C(=O)N3CCC3)ccc2Cl)cc1
0.0 | 0 | 0 | COc1ccc(OC)c(C(=O)Nc2ccc3[nH]ccc3c2)c1
-1.1 | 8 | -8 | CCOc1ccc2nc(NC(=O)c3cccc(N4C(=O)CCC4=O)c3)sc2c1
-0.6 | 12 | -1 | COc1ccc(S(=O)(=O)N2CCCC2CNC(=O)C(=O)NC2CCCCCC2)cc1 (centres undefined)
22 | -15 | -5 | CN(C)c1ccc(/C=C(\C#N)C(=O)OCC(=O)N(C)C2CCS(=O)(=O)C2)cc1 (centres undefined)
0.4 | 16 | -2 | O=C1CCc2cc(S(=O)(=O)Nc3ccc(F)cc3)ccc2N1
-1.5 | 9 | -1 | Cc1ccc(NC(=O)c2ccc(C)c(S(=O)(=O)N3CCOCC3)c2)nc1
0.0 | 2 | -5 | CC(C)C[C@@H](CNCC(=O)[C@H](Cc1ccccc1)NC(=O)c1[nH]cnc1C(=O)N[C@H](CN)CC(C)C)NC(=O)c1nc[nH]c1C(=O)N[C@@H](CC(=O)O)C(=O)O
-0.7 | -3 | -6 | Cc1ncoc1C(=O)NC1CCCc2c1cnn2-c1cc(F)cc(F)c1 (centres undefined)
0.9 | 17 | -5 | CC(OC(=O)c1cnc(Cl)c(Cl)c1)C(=O)NCc1ccccc1 (centres undefined)
0.1 | 13 | -8 | CN(CC(=O)Nc1ccccc1Br)C(=O)c1sccc1-c1ccccc1
4.1 | -2 | -7 | Fc1ccc2c(-c3cccc(C(F)(F)F)c3)c(-c3ccccc3)ncc2c1
0.8 | -16 | -7 | COc1ccc(NC(=O)C[C@H]2C(=O)N(Cc3ccccc3)C[C@@H]2Cc2ccccc2)cc1

Whole records, quoted from the list. Screens in order: CRFBP-R2 agonist, CRFBP-R2 block, GalR3 antagonist
Profile of COc1ccc(OC)c(C(=O)Nc2ccc3[nH]ccc3c2)c1 → 0.0, 0, 0
Profile of O=C1CCc2cc(S(=O)(=O)Nc3ccc(F)cc3)ccc2N1 → 0.4, 16, -2

(more compounds)
CRFBP-R2 agonist | CRFBP-R2 block | GalR3 antagonist | Structure
-1.5 | -9 | -6 | Cc1cc(NC(=O)C(C)SCC(=O)Nc2ccc(C(=O)OC(C)C)cc2)no1 (centres undefined)
-0.2 | -4 | -5 | CCCCCCCCCCCn1nnnc1N
-0.2 | 9 | -6 | COc1ccc(C(C)=O)cc1COC(=O)C1CCN(C(=O)c2ccc(Cl)cc2)CC1
5.5 | -16 | -4 | CCCCNc1c(-c2ccc(OC)c(SC(C)CC)c2)nc2cnccn12 (centres undefined)
2.3 | 0 | -4 | CC(C)NC(=O)N(C)C[C@@H]1Oc2ccc(NC(=O)CCN3CCOCC3)cc2CC(=O)N([C@@H](C)CO)C[C@@H]1C
0.8 | 1 | 1 | COc1cccc(CN(CCC(=O)O)Cc2cccc(OC)c2)c1
-0.3 | -4 | 0 | CN(C)C1=NCCN1CC1CCCCC1
-0.3 | 2 | -5 | Cc1ccc(S(=O)(=O)N2CCOCC2)cc1NC(=O)CSc1ccc(Cl)cc1
0.2 | 20 | -3 | COc1ccc(C(=O)NCC(=O)N2CCN(C(=O)c3ccco3)CC2)cc1OC
-4.0 | -4 | -2 | COc1cc(C2c3cc4c(cc3OC(Nc3ccc(C(=O)O)cc3)C2C)OCO4)cc(OC)c1OC (centres undefined)
-0.5 | 1 | -2 | Cc1[nH]c2ccccc2c1C(=O)C(C)OC(=O)c1ccc(Cl)nc1 (centres undefined)
-2.5 | 0 | -5 | CC(C)c1ccc(Nc2nnc(SCC(=O)NCC3CCCO3)s2)cc1 (centres undefined)
-1.6 | -4 | -5 | C=CCn1c(=O)n(C)c2c(=O)n(C)c(=O)n(C)c21
-2.4 | 4 | -6 | CCOC(=O)C1=CN(Cc2ccco2)S(=O)(=O)N(C)C1c1ccccc1 (centres undefined)
1.0 | 2 | -6 | CCC(=O)c1ccc(OCC(=O)Nc2cccc(S(=O)(=O)N(C)c3ccccc3)c2)cc1
1.4 | 6 | -5 | Cc1ccsc1C(=O)OCC(=O)NC1CCCCC1C (centres undefined)
-3.6 | 6 | -3 | Cn1cnc([N+](=O)[O-])c1Sc1nc(N)nc2c1ncn2Cc1ccccc1
0.9 | 14 | -2 | Cc1csc(=O)n1CC(=O)OCC(=O)Nc1ccc(F)c(F)c1
7.5 | 0 | -5 | CC(C)NC(=O)N(C)C[C@H]1Oc2ccc(NC(=O)Cn3cnnn3)cc2C(=O)N([C@H](C)CO)C[C@@H]1C
1.4 | 7 | -1 | Cc1ccc(C(=O)OCC(=O)NCc2ccco2)cc1S(=O)(=O)N1CCOCC1
1.2 | -3 | -4 | CCCN(CC(=O)Nc1ccccc1C)C(=O)c1cnc(C)cn1
0.6 | -12 | -8 | CSCc1c(C(=O)Nc2ccccc2N2CCOCC2)oc2ccccc12
1.9 | 6 | -5 | COc1ccccc1NC(=O)CSc1nncs1
0.2 | 2 | -2 | CC(=O)N1CCN(S(=O)(=O)c2cccc(C(=O)NC3CCCC(C)C3C)c2)CC1 (centres undefined)
0.5 | 10 | -4 | COc1ccc(Oc2c(OC)cc(NCc3ccc(CN)cc3)c3ncccc23)cc1
3.7 | 16 | -7 | Cc1nc(Cc2nnc(SCC(=O)N3c4ccccc4NC(=O)C3(C)C)o2)cs1
0.6 | 11 | -5 | COc1ccc2c(C(=O)NCc3ccc4c(c3)OCO4)c(-c3ccc(S(C)(=O)=O)cc3)sc2c1
0.8 | 9 | -2 | CCOc1ccc(Cc2nnc(SCC(=O)Nc3ccc(C(C)=O)cc3)[nH]c2=O)cc1
0.6 | -5 | -7 | Cn1c(N)c(C(=O)COC(=O)Cc2cccc(C(F)(F)F)c2)c(=O)n(C)c1=O
3.8 | -14 | -6 | COc1ccccc1NC(=O)COC(=O)c1ccc2c(c1)OCCO2
0.4 | 15 | -4 | Cc1ccc(NC(=O)C2CCN(S(=O)(=O)c3ccc4ccccc4c3)CC2)nc1
1.1 | -5 | -4 | CN(C)C(=O)c1ccc(NC(=O)COC(=O)c2cc(S(=O)(=O)N(C)C)ccc2N2CCCC2)cc1
-0.2 | 9 | 2 | Cc1ccsc1C(=O)NCC(c1cccs1)N1CCOCC1 (centres undefined)
-1.1 | 4 | 4 | O=C(N[C@@H]1C/C=C\C[C@H](CC(=O)N(CCO)Cc2ccccc2)C(=O)N[C@@H](Cc2ccccc2)COC1=O)OCC1c2ccccc2-c2ccccc21
-1.4 | -8 | -4 | CC(C)(C)[C@@H]1COC(=O)[C@H](Cc2ccc(F)cc2)C/C=C\C[C@@H](CC(=O)N(CCO)Cc2ccccc2)C(=O)N1
-0.3 | 24 | -3 | CCCCCN(C(=O)CCC(=O)OCCOc1ccccc1)c1c(N)n(CCCC)c(=O)[nH]c1=O
-1.2 | 9 | -3 | O=C(NCCS(=O)(=O)N1CCN(c2ccccc2)CC1)c1cccc(F)c1
-0.3 | 15 | -3 | CC(Oc1ccccc1)C(=O)N1CCN(c2ccc(N3CCOCC3)nn2)CC1 (centres undefined)
-0.3 | -7 | -2 | Cc1cccc(C)c1NC(=O)CNC(=O)CCNC(=O)c1ccco1
-5.2 | 26 | -2 | CN(C)CCNc1ccc(CO)c2sc3ccc(O)cc3c(=O)c12
0.1 | -5 | -4 | CCOc1ccccc1OCCCC(=O)NNC(=O)c1nn(C)c(=O)c2ccccc12
2.1 | -17 | -4 | Cn1c(CCC(=O)Nc2cc(S(C)(=O)=O)ccc2Cl)nc2cc(S(=O)(=O)N3CCOCC3)ccc21
-0.6 | 11 | -5 | O=C(Cc1c(F)cccc1Cl)Nc1cc(S(=O)(=O)N2CCOCC2)ccc1N1CCCC1
-0.3 | 2 | -5 | COc1ccccc1C(=O)COC(=O)c1cccc(-n2cnnn2)c1
-0.1 | 3 | -4 | Nc1ccc2c(c1)C(=O)c1ccc(N)cc1-2
-0.1 | 1 | -6 | COc1ccccc1CC(=O)Nc1ccc(S(=O)(=O)N2CC(C)CC(C)C2)cc1 (centres undefined)
0.2 | -1 | -5 | O=S(c1ccccc1O)S(=O)c1ccccc1O (centres undefined)
1.6 | -1 | -5 | COC(=O)c1ccc(CNC(=O)C2CCC(=O)N(CCc3ccccn3)C2)cc1 (centres undefined)
-0.1 | 2 | -1 | CSc1ncccc1C(=O)OCC(=O)c1ccc(Cl)s1
0.2 | 8 | 1 | CCc1ccccc1OCC(=O)Nc1cc(S(=O)(=O)N(CC)CC)ccc1N1CCOCC1

15 entries already listed, ordered by length of the SMILES, smallest number first.
CRFBP-R2 agonist | CRFBP-R2 block | GalR3 antagonist | Structure
-0.3 | -4 | 0 | CN(C)C1=NCCN1CC1CCCCC1
1.4 | 6 | -5 | Cc1ccsc1C(=O)OCC(=O)NC1CCCCC1C (centres undefined)
-1.6 | -4 | -5 | C=CCn1c(=O)n(C)c2c(=O)n(C)c(=O)n(C)c21
0.4 | 16 | -2 | O=C1CCc2cc(S(=O)(=O)Nc3ccc(F)cc3)ccc2N1
-2.5 | 0 | -5 | CC(C)c1ccc(Nc2nnc(SCC(=O)NCC3CCCO3)s2)cc1 (centres undefined)
5.5 | -16 | -4 | CCCCNc1c(-c2ccc(OC)c(SC(C)CC)c2)nc2cnccn12 (centres undefined)
-0.5 | 1 | -2 | Cc1[nH]c2ccccc2c1C(=O)C(C)OC(=O)c1ccc(Cl)nc1 (centres undefined)
-1.6 | -7 | -2 | CC12CCC(=O)N1C(C(=O)N1CCN(c3cccc(Cl)c3)CC1)CS2 (centres undefined)
0.5 | 10 | -4 | COc1ccc(Oc2c(OC)cc(NCc3ccc(CN)cc3)c3ncccc23)cc1
3.7 | 16 | -7 | Cc1nc(Cc2nnc(SCC(=O)N3c4ccccc4NC(=O)C3(C)C)o2)cs1
22 | -15 | -5 | CN(C)c1ccc(/C=C(\C#N)C(=O)OCC(=O)N(C)C2CCS(=O)(=O)C2)cc1 (centres undefined)
2.4 | -1 | -5 | COc1ccc(NS(=O)(=O)c2cc(C(=O)NNC(=O)c3ccncc3)ccc2OC)c(OC)c1
0.6 | 11 | -5 | COc1ccc2c(C(=O)NCc3ccc4c(c3)OCO4)c(-c3ccc(S(C)(=O)=O)cc3)sc2c1
7.5 | 0 | -5 | CC(C)NC(=O)N(C)C[C@H]1Oc2ccc(NC(=O)Cn3cnnn3)cc2C(=O)N([C@H](C)CO)C[C@@H]1C
-1.1 | 4 | 4 | O=C(N[C@@H]1C/C=C\C[C@H](CC(=O)N(CCO)Cc2ccccc2)C(=O)N[C@@H](Cc2ccccc2)COC1=O)OCC1c2ccccc2-c2ccccc21

Next structures
CRFBP-R2 agonist | CRFBP-R2 block | GalR3 antagonist | Structure
-0.5 | -7 | -5 | CC(Oc1cccc(Cl)c1)C(=O)Nc1ccccc1N1CCCC1 (centres undefined)
-3.2 | 96* | -4 | Nc1ccc2c(c1)C(=NO)c1ccccc1-2
0.9 | -5 | -3 | O=C(COc1ccc(Cl)cc1)NNC(=O)c1ccc(=O)[nH]c1
-0.2 | 2 | -4 | COc1cccc(NS(=O)(=O)c2cc3c4c(c2)CCC(=O)N4CCC3)c1
0.3 | 4 | -7 | CCc1nc(SCC(=O)Nc2ccc(N(CC)CC)cc2)n[nH]1

Screens as filed in PubChem BioAssay.
